High-throughput results (PubChem BioAssay)
PTHR1 agonist – qHTS for PTHR1 Agonists: Primary Screen | AID 743266, 2014 | HEK293 GP2 PTHR1 cells, GloSensor cAMP luminescence, 1 h | 410,000 compounds, 0.075% hits | Potency, µM (titrated, usually from 115 µM), for the others: at the highest dose activation, usual class: activators; also: potency is read from the fitted curve at half-maximal effect; nearly all actives have a fitted effect of over 55% in size; some results filed as inactive show a strong effect at the top dose; inactives centre near -15; many of its hits are not listed in these tables
Target sequence (Q03431 whole entry, looked up): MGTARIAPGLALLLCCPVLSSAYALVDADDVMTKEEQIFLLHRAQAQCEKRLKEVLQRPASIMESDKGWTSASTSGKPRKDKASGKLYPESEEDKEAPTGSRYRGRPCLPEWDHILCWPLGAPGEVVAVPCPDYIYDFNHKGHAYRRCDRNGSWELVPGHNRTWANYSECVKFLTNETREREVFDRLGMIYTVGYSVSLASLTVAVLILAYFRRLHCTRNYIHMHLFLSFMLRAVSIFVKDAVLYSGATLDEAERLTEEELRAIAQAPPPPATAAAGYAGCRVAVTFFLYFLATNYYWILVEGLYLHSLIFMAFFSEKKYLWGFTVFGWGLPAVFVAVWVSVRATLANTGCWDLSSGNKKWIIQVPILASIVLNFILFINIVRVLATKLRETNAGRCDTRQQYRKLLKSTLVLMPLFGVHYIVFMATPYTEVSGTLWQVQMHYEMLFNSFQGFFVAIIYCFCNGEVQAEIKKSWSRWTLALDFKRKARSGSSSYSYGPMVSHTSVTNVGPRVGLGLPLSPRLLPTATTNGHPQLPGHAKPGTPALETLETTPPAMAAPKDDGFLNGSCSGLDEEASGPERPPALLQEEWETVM
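HEK-293-derived GP2 cells expressing PTHR1 and a GloSensor cAMP reporter, 3,000/well, plated overnight, given luciferin plus IBMX (each 0.5 mM as added) for 1 h at 37 °C, then compound for 1 h at 37 °C. Luminescence was read after 15 min at room temperature.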
pAkt inh – HTS Assay for Inhibitors of Akt Phophorylation: Primary Screen; AID 651550, 2012; 360,000 compounds, 0.32% hits; Neuro2A IGF-stimulated pAkt S473 HTRF, 20 min; stronger effect = lower value; activity change, % for hits at 50 µM; in the data active = activity change below about -80%; inconclusive = mostly about -51% to -80%; also: % is scaled to controls: 0 for no effect and ±100 for the full control effect
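Single-point screen (50 µM final compound) in Neuro2A cells stimulated 20 min with 6 nM IGF at 37 deg C. After lysis, Ser473-phosphorylated Akt read by HTRF (ex 330 nm, em 615/665 nm) as the 665/615 ratio.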
EPAC2 antagonist – qHTS for Antagonist of cAMP-regulated guanine nucleotide exchange factor 2 (EPAC2): primary screen. Potency, µM (titrated, usually from 114 µM), for the others: top-dose activity, negative = inhibition, hits mostly inhibitors. Rap guanine nucleotide exchange factor 4 (Homo sapiens), Q8WZA2. EPAC2 GEF exchange of Rap1B-BODIPY-GDP, fluorescence. AID 720708, 2013. 360,000 compounds, 0.18% hits; also: potency is read from the fitted curve at half-maximal effect; % is scaled to controls: 0 for no effect and ±100 for the full control effect; nearly all actives have a fitted effect of over 45% in size; many of its hits are not listed in these tables
Mm-Cpn inhibitor – Inhibitors of TCP-1 ring complex (TRiC) of Methanococcus maripaludis (MmCpn): qHTS; purified Mm-Cpn ATPase, ADP Transcreener TR-FRET; 330,000 compounds, 0.031% hits; Chaperonin Mm-Cpn (Methanococcus maripaludis); Potency, µM (top dose mostly 76.9 µM), without a hit: top-dose activity, negative = inhibition, actives largely listed as inhibitors; also: potency is read from the fitted curve at half-maximal effect; % is scaled to controls: 0 for no effect and ±100 for the full control effect; nearly all actives have a fitted effect of over 80% in size
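Purified archaeal chaperonin (25 nM final) was preincubated with compound for 10 min at 37°C, then ATP (10 uM final) was added for 30 min at 37°C in Tris pH 7.4/KCl/MgCl2/DTT buffer. ADP was quantified by HTRF Transcreener TR-FRET.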
EPAC2 agonist – qHTS for Agonist of cAMP-regulated guanine nucleotide exchange factor 4 (EPAC2): primary screen. Rap guanine nucleotide exchange factor 4 (Homo sapiens), Q8WZA2. EPAC2 activation, biochemical qHTS; response scale: 100% = 6.5 mM cAMP response. Potency, µM (series often up to 154 µM), without a hit: top-dose activation, hits mostly activators. 360,000 compounds, 0.079% hits. AID 720711, 2013; also: potency is read from the fitted curve at half-maximal effect; nearly all actives have a fitted effect of over 50% in size
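Guanine nucleotide exchange by EPAC2 is measured as reduced fluorescence of BODIPY-GDP once it is released from 250 nM Rap1B. Plates are read kinetically for 30 min at room temperature; results are scaled to 6.5 mM cAMP.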
D3 ag – qHTS of D3 Dopamine Receptor Agonist: qHTS; D(3) dopamine receptor (Homo sapiens), P35462; D3R DiscoveRx beta-arrestin cells, luminescence, 90 min; max activation, %; 410,000 compounds, 0.58% hits; in the data active = max activation above about 30%; also: 0% is about no effect; mostly tested at two doses, the higher about 12 µM
Target sequence (P35462 whole entry, looked up): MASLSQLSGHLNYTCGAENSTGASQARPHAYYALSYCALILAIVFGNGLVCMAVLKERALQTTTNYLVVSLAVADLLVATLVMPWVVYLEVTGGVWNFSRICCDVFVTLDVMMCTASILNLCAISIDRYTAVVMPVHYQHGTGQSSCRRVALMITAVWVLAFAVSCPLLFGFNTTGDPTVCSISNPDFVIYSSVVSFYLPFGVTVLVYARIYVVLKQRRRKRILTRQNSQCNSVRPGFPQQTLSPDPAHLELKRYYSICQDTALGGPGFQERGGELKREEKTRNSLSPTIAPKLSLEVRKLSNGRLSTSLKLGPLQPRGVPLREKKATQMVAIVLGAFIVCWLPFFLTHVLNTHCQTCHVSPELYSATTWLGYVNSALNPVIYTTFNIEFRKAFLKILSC
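Agonist-mode cell screen: cells plated at 1500/well and incubated overnight at 37 °C, then exposed to library compounds for 90 min at 37 °C. Detection reagent was added for 30–60 min at room temperature, and luminescence was read.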
DRD3 antagonist – qHTS of D3 Dopamine Receptor Antagonist: qHTS. D(3) dopamine receptor (Homo sapiens), P35462. D3R cells, DiscoveRx beta-arrestin luminescence, antagonist mode; stronger effect = lower value. max response, negative = inhibition, %. 360,000 compounds, 2.5% hits. AID 652054, 2013; in the data active = max response below about -50%; inconclusive = no clear call, values can overlap the other calls; also: % is scaled to controls: 0 for no effect and ±100 for the full control effect; mostly tested at two doses, the higher about 12 µM
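Cells plated overnight at 1500 cells/well, then exposed to library compounds with dopamine controls for 90 minutes at 37 degrees C. DiscoveRx reagent added for 30–60 minutes at room temperature; luminescence read, quantitative HTS format.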
CCT chaperon mod – High-Throughput Screening for Modulators of Cytosolic Chaperonin Activity. AID 651819, 2012. activity change, % (no concentration beside the values), hits read low. 360,000 compounds, 0.3% hits. purified chaperonin ATPase assay, HTRF ADP detection, 30 min; in the data active = activity change below about -30%; also: % is scaled to controls: 0 for no effect and ±100 for the full control effect
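TRiC (40 or 20 nM final, by batch activity) in 30 mM Tris pH 7.4, 100 mM KCl, 5 mM MgCl2, 1 mM DTT was treated with compound at 76 uM single dose, then 10 uM ATP, 30 min at 37 °C. ADP was read by HTRF Transcreener.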
* = called active by the depositor; i = inactive; ? = inconclusive; · = not tested or not shown; & = joins results of further samples; [ ] = dose if it differs, or a comment. Unless noted, calls follow the shape of the dose curve; as a rule, active = well fitted curve in the direction sought with a large enough effect; inconclusive = small, poorly fitted or top-dose-only effect, or another doubt; inactive = no such curve, though single readings can be large; an effect the other way counts as inactive or inconclusive.

Structure | pAkt inh | Mm-Cpn inhibitor | CCT chaperon mod | D3 ag | DRD3 antagonist | EPAC2 agonist | PTHR1 agonist | EPAC2 antagonist
COc1cc(NC(=O)CN(C)CCOc2ccccc2)c(C)cc1[N+](=O)[O-] | i | 2% | -0.4 | 2 | -19 | 9% | -59%[inhibitor] | -4%
COc1ccc(-c2n[nH]c(C)c2-c2ccc(Cl)cc2)c(O)c1 | i | -2% | -1.1 | -1 | ? | 20% | -26%[57.5 µM] | -8%
COc1cc(OC)c(C(=O)OCC(=O)NCC2CCCCC2)cc1OC | i | -4% | -0.6 | 7 | 16 | -14% | i | -4%
C/C(=N\Nc1ccc([N+](=O)[O-])cc1[N+](=O)[O-])C(C)(C)C(C(=O)O)C(=O)O | i | 2% | -1.2 | 0 | -10 | 12% | i | -6%
Cc1cc(=O)[nH]c(SCc2ccc(Cl)cc2)n1 | i | · | -0.6 | -16 | 18 | 11% | i | 0%
Cc1ccccc1COC(=O)CN1C(=O)NC2(CCCC2)C1=O | i | 0% | -1.1 | 6 | 3 | 2% | -12% | 3%
COc1ccc(-c2nc(-c3ccccc3)nc(N3CCN(C)CC3)c2C#N)cc1 | i | -1% | -1.1 | -12 | -85* | 16% | i | -6%
Cc1ccc(N=Nc2c(O)n(CN3CCOCC3)c3ccccc23)cc1 | i | 0% | 0.7 | -1 | -5 | -1% | -11% | -13%
CCOc1ccc(S(=O)(=O)Nc2ccccc2C(=O)NCc2ccco2)cc1 | i | -2% | -3.0 | -8 | 8 | 13% | i | -8%
Cc1ccc2c(COC(=O)c3ccc(C)c(C)c3)cc(=O)oc2c1 | i | -4% | -3.3 | -8 | -20 | 12% | -5% | 6%
Cn1c(N)c(C(=O)c2ccccc2)c(=O)n(C)c1=O | i | -3% | -0.8 | 12 | 0 | 7% | i | 10%
CCOc1ccc(NC(=O)CCNC(=O)Cn2ccc3ccccc3c2=O)cc1 | i | -5% | 1.9 | 8 | 9 | 5% | -52%[inhibitor] | 1%
CCN(C(=O)CSc1nnc2ccccn12)c1c(N)n(Cc2ccccc2)c(=O)[nH]c1=O | i | 1% | 1.4 | 31* | 10 | 8% | -17% | 12%
CC(C)c1ccc(NC(=O)C(c2ccccc2)N(Cc2ccco2)C(=O)CC2NC(=O)NC2=O)cc1 (stereo not drawn) | i | 1% | -2.4 | 5 | 2 | -4% | -6% | -24%
NC(=O)c1nsc(C(=O)N(Cc2ccco2)C(C(=O)NCC2CCCO2)c2ccc(F)cc2)c1N (stereo not drawn) | i | -4% | -0.1 | 3 | 21 | 9% | i | -1%
CC(C)(C)c1ccc(CC(=O)N2CCC2(C)C(=O)NS(=O)(=O)c2ccccc2Cl)cc1 (stereo not drawn) | i | · | 0.1 | 1 | 2 | -13% | -30% | -5%
O=C(CN1C(=O)C2C3CC(C(Br)C3Br)C2C1=O)N1CCOCC1 (stereo not drawn) | i | -1% | 1.3 | 4 | 14 | 4% | -11% | 2%
O=C(NN1CCCCC1)c1ccccc1 | i | 2% | -7.1 | 6 | 4 | 10% | -19% | -4%
Cc1ccc(C(=O)OCC(=O)NC2CCCC2)cc1C | i | -15% | -4.6 | -6 | -26 | 2% | i | 3%
O=C(Nc1cccc(F)c1)c1ccc2c(c1)OCO2 | i | 0% | -0.2 | -4 | 19 | 8% | -70%[inhibitor] | -3%
O=C(NC1CCCCC1)c1sc(N2CCOCC2)nc1-c1ccccc1 | i | ? | 0.0 | 1 | 10 | 5% | i | 7%
COc1cc2c(cc1OC)[C@H](C)N(C(=S)Nc1ccc(F)cc1)CC2 | i | -1% | -3.4 | 5 | -12 | 17% | -9% | -8%
CCOC(=O)N1CCN(C(=O)C[C@@H]2C[C@@]3(C(=O)OC)CCCCC=C3N(Cc3ccc(Cl)cc3Cl)C2=O)CC1 | i | · | -0.3 | -6 | 5 | 15% | -2% | -10%
COc1ccccc1NS(=O)(=O)c1ccc(NC(=O)N2CCCCC2)cc1 | i | 1% | -2.0 | 19 | 0 | -1% | -32%[inhibitor] | -5%
COc1cc2c(cc1OC)/C(=C/c1ccc(Cl)cc1)C(=O)OC2 | i | 3% | 3.7 | 3 | 12 | 3% | -29% | -3%
COc1ccc2cc(CN(CC3CCCO3)S(=O)(=O)c3ccccc3Cl)c(=O)[nH]c2c1 (stereo not drawn) | i | 2% | -7.9 | 8 | -16 | 12% | -14%[57.5 µM] | -1%
Nc1c2c(nc3cccc(Cl)c13)N(c1ccccc1)CC2 | i | 1% | 0.4 | 6 | 5 | 1% | -12% | 0%
O=C(N/N=C/C(Cl)=C/c1ccccc1)c1cnccn1 | i | 1% | 2.1 | 1 | 5 | 0% | -4%[57.5 µM] | 13%
CCc1nc(NCc2ccc3c(c2)OCO3)c2oc3ccccc3c2n1 | i | 0% | 1.0 | -5 | -66* | 6% | -15%[57.5 µM] | -9%[57.1 µM]
CCCNC(=O)N1CCC(n2nccc2NC(=O)CCOc2ccccc2)CC1 | i | 1% | 2.6 | -10 | -10 | 3% | 9% | -8%

Looked up one by one from the entries so far:
Structure | pAkt inh | Mm-Cpn inhibitor | CCT chaperon mod | D3 ag | DRD3 antagonist | EPAC2 agonist | PTHR1 agonist | EPAC2 antagonist
COc1cc2c(cc1OC)[C@H](C)N(C(=S)Nc1ccc(F)cc1)CC2 | i | -1% | -3.4 | 5 | -12 | 17% | -9% | -8%
Nc1c2c(nc3cccc(Cl)c13)N(c1ccccc1)CC2 | i | 1% | 0.4 | 6 | 5 | 1% | -12% | 0%

(continued)
Structure | pAkt inh | Mm-Cpn inhibitor | CCT chaperon mod | D3 ag | DRD3 antagonist | EPAC2 agonist | PTHR1 agonist | EPAC2 antagonist
CN(Cc1ccccc1)C(=O)COC(=O)CCNC(=O)c1ccccc1Cl | i | -1% | 2.1 | -11 | 8 | -3% | i | 8%
COc1ccc(OC)c(CN2CCC(Cc3ccccc3)CC2)c1 | i | -1% | 0.4 | -19 | ? | 9% | -13% | 1%
O=C(/C=C/c1ccccc1)Nc1cccc(C(=O)NCCCc2ccccc2)c1 | i | · | 2.0 | -34 | 53 | 10% | -43%[inhibitor] | -11%
CCC1CN(S(=O)(=O)c2cc(-c3cc(C)no3)ccc2OC)c2cc(C)ccc2O1 (stereo not drawn) | i | -2% | -4.2 | -21&-12 | -17 | 12% | -11%&22% | ?
Nc1nc(Nc2ccccc2F)sc1C(=O)c1ccccc1 | i | 0% | -0.5 | 0 | -7 | 9% | -9% | -25%
CC1Cc2ccccc2N1C(=O)Cn1nnc(-c2ccccc2NC(=O)C2CCC2)n1 (stereo not drawn) | i | 0% | -0.9 | 9 | -98* | 17% | -7%[57.5 µM] | -7%
FC(F)(F)c1cccc(N2CCN(C3CC4CCC3C4)CC2)c1 (stereo not drawn) | i | 1% | 1.6 | -1 | -23 | 6% | i | 3%
CCOc1ccc(NC(=O)CC2C(=O)N(c3ccc(OC)cc3)C(=O)N2Cc2ccc(OC)cc2)cc1 (stereo not drawn) | i | -2% | -1.6 | 3 | 24 | 22% | i | -12%
CCC(=O)c1ccc(OCC(=O)Nc2cc(S(=O)(=O)N3CCCCC3)ccc2N2CCN(CC)CC2)cc1 | i | 1% | -121* | -2 | -26 | 18% | 4% | 2%
COc1ccc(NC(=O)CCNC(=O)c2ccccc2Cl)cc1OC | i | 3% | -19 | 7 | 17 | 1% | -34%[inhibitor] | 6%
O=C(NCC(c1cccs1)N1CCOCC1)C1CCN(S(=O)(=O)c2c(Cl)cccc2Cl)CC1 (stereo not drawn) | i | -1% | -2.4 | -8 | -23 | -5% | i | -7%
COc1ccc(CNC(=O)CN(C(=O)CCC(=O)Nc2ccccn2)c2cc(C)ccc2C)cc1 | i | 1% | -3.0 | 16 | 6 | 9% | -4% | -6%
C=CCn1c(SCC(=O)Nc2ccc(Br)cc2)nc(O)cc1=O | i | · | 2.2 | -3 | 9 | 2% | 0% | -2%
COc1cccc(NC(=O)CSC(N)=O)c1 | i | 0% | -0.8 | -1 | 3 | 9% | -21% | -2%
O=C(O)c1cccc(Nc2nc(C(F)(F)F)nc3ccccc23)c1 | i | -2% | 3.9 | -6 | -12 | -1% | i | 9%
Cc1cc(Cn2nc(C(=O)NCC3CC3)cc2-c2ccccc2)on1 | i | -3% | 0.3 | -14 | -22 | 6% | -11% | 20%
CCSc1nc2c(c(=O)n1CC)SC(C)C2 (stereo not drawn) | i | -1% | 1.4 | 12 | 16 | 3% | -15% | 9%
CCN(CC)S(=O)(=O)c1ccc(/C=C/C(=O)N(c2ccccn2)C2CCCCC2)cc1 | i | 1% | -0.9 | 5 | 11 | -1% | i | 15%
CC1(c2ccccc2)NC(=O)N(CC(=O)NC(=O)NC2CCCC2)C1=O (stereo not drawn) | i | 3% | 0.4 | 0 | 22 | 2% | i | 1%
O=C(O)c1cc([N+](=O)[O-])cc2c1nnn2O | i | -7% | -8.1 | -25 | -68* | -3% | i | -27%
O=C(CSc1ccccc1)N1CCC(N2CCC(C(=O)N3CCCC3)CC2)CC1 | i | -3% | -1.5 | 5 | 7 | -9% | i | 0%
O=C(O)c1ccc(CNC(=O)C2CCCN2C(=O)OCc2ccccc2)cc1 (stereo not drawn) | i | -3% | -2.4 | 2 | 3 | 8% | -12% | -2%
NC1=NC(=O)/C(=C/c2ccsc2)S1 | i | 1% | -1.4 | -2 | 13 | -7% | i | 10%
Cc1ccc(C(CNC(=O)c2ccc(Br)o2)N2CCN(C)CC2)cc1 (stereo not drawn) | i | 4% | -3.6 | -33 | ? | -2% | i | 18%
COc1cc(/C=N\NC(C)=O)ccc1OC/C=C/c1ccccc1 | i | -1% | -1.7 | -4 | -2 | -2% | -19% | 6%

A portion of the library; rates above refer to the full screens.
